# 14-3-3 Bad PPI = disrupts binding of bovine 14-3-3 zeta to phospho-Bad peptide; TR-FRET 14-3-3zeta/Dy647-pBad peptide displacement, 1 h; inhibition, % at 21.7 µM; actives 0.71% (n = 220,000);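 active = inhibition above about 70%, limit read from the data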;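 note: 0% = full 14-3-3 plus peptide FRET controls and 100% = background without 14-3-3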
# Target sequence (P63103 whole entry, looked up): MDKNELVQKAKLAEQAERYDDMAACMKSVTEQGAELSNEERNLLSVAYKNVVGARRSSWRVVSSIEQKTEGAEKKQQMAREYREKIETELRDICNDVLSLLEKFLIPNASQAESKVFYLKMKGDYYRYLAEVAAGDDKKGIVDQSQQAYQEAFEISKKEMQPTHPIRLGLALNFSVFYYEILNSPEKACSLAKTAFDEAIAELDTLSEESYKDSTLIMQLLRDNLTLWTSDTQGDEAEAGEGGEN
# zVAD death inh = L929 zVAD cell death inhibition; L929 zVAD necroptosis rescue, ATP luminescence, 24 h; with zVAD 60 µM; viability rescue, % at 10 µM; actives 0.38% (n = 220,000); AID 1377;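 active = activation, scaled between plate controls, above about 75%, limit read from the data; inactive = activation under that limit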;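 note: 0% = zVAD with DMSO and 100% = DMSO alone without zVAD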
# EP2 mod = modulators of human EP2 prostaglandin E2 receptor | actives 0.83% (n = 260,000) | induction, % at 25 µM | AID 940 | EP2-expressing cells, cAMP HTRF FRET, PGE2 co-stimulation | P43116;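 active = compounds whose cAMP rise, as percent of the full-agonist control response, exceeds 60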;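 note: rat C6 glioma line stably carrying human EP2 under a CMV promoter; the protocol text gives 20 µM as final concentration; 100% = response of wells given 1 µM PGE2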
# Hck Nef HTS = human Hck-Nef kinase inhibition; Recombinant Hck-YEEI plus Nef, Z-Lyte FRET kinase assay; inhibition, % at 20 µM; actives 0.68% (n = 220,000);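 active = Hck-Nef kinase inhibition above about 50%, limit read from the data; inactive = inhibition below that limit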;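 note: 0% = DMSO with Hck plus Nef and 100% = Hck alone without Nef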
# Target sequence (P08631 whole entry, looked up): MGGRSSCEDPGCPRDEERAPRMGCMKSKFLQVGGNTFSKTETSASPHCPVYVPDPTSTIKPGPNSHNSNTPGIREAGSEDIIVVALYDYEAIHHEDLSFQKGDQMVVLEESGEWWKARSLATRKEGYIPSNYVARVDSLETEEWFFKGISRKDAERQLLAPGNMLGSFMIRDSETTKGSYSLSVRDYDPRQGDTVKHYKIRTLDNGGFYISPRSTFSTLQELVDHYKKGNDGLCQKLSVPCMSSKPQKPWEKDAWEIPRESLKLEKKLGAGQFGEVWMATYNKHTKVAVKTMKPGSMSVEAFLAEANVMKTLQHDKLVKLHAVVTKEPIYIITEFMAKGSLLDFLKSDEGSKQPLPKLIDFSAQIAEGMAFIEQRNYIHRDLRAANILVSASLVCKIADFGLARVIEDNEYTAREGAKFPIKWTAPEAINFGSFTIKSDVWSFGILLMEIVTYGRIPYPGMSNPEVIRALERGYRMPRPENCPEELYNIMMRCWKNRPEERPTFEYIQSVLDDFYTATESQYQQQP
# Tb hexokinase = blocks Trypanosoma brucei hexokinase 1 activity; recombinant TbHK1, G6PDH-coupled NADH A340; AID 1430; inhibition, % at 10 µM; actives 0.11% (n = 220,000);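 active = inhibition of 50% or more in the single-dose primary screen; inactive = inhibition below 50%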
# Calpain2 inh = calpain II (pig) inhibition; inhibition, % at 16 µM; AID 1236; purified calpain II, fluorogenic peptide substrate, 30 min; actives 0.37% (n = 220,000);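 active = inhibition above about 50%, limit read from the data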
# PGE2 EP2 inh = inhibitors of human EP2 prostaglandin E2 receptor | actives 0.52% (n = 260,000) | P43116 | inhibition, % at 25 µM | C6 glioma cells expressing human EP2, cAMP TR-FRET; cells stimulated with saturating PGE2;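 active = percent inhibition above 40 after rounding to a whole number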;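 note: rat C6 glioma host cells with rolipram phosphodiesterase inhibitor present; the protocol text gives 20 µM as final concentration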
# Rad51 HR inh = Rad51 (human) homologous recombination inhibition; actives 0.085% (n = 200,000); inhibition, % at 10 µM; hRad51 DNA strand exchange, fluorescence dequenching; Q06609;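 active = inhibition above 40% at the single screening dose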;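 note: 0% = DMSO control wells and 100% = blanks with heterologous ssDNA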
# Target sequence (Q06609 whole entry, looked up): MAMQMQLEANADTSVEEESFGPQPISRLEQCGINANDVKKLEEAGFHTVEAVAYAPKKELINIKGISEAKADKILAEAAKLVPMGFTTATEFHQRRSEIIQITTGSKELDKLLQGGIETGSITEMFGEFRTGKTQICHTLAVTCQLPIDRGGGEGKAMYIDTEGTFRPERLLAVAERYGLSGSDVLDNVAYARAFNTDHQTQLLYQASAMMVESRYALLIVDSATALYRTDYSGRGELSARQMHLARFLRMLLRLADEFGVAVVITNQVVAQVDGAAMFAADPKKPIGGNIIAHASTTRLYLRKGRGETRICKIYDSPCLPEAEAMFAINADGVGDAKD
#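 Material: human Rad51–ssDNA filaments; Probe or stimulus: labelled 47-mer dsDNA for strand exchange; Doses: single 10 µM dose; Incubation: 37 °C 15-min filament assembly, 30-min compound preincubation, 15-min exchange; Technique: FRET fluorescence dequenching, excitation 485 nm, emission 520 nm; Measure: Fluorescence-based percent inhibition, control- and blank-normalised; Benchmarks: plate control and blank wells.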
# eIF4E-4G inh = blocks eIF4E binding to eIF4G; P63073+Q04637; TR-FRET eIF4E-eIF4GI(517-606) binding, 2 h; inhibition, % at 21.7 µM; actives 0.37% (n = 220,000); AID 782;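 active = inhibition above about 30%, limit read from the data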;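 note: 0% = full FRET control wells and 100% = background wells lacking eIF4GI fragment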
# Active calls of the source: *; i = inactive; . = not tested or not shown; [ ] = remark or other dose. Some of the compounds tested; the hit share may differ from the screen's.
SMILES,14-3-3 Bad PPI,zVAD death inh,EP2 mod,Hck Nef HTS,Tb hexokinase,Calpain2 inh,PGE2 EP2 inh,Rad51 HR inh,eIF4E-4G inh
CCOC(=O)c1c(-c2ccccc2)nnn1-c1nc(OC)nc(N2CCOCC2)n1,-7,0.3,-8,-1,-11,16,14,-8,-3
CCOC(=O)C1CCN(c2c(Nc3cc(C)cc(C)c3)c(=O)c2=O)CC1,2,1.3,-38,23,-37,20,6,.,-4
CCN(CC)S(=O)(=O)c1ccc(NC(=O)c2nc3nc(C)cc(C)n3n2)cc1,1,-0.1,-4,17,-4,-8,4,8,-12
S=C1NCCOCCNC(=S)NCCOCCOCCN1,-14,14,50,13,1,-31,5,-1,-4
COc1cc2c(cc1OC)CN(C(=O)COc1ccc(C)c(C)c1)CC2,1,-0.2,12,0,-3,-44,8,2,-4[fluorescence artefact?]
O=[N+]([O-])c1ccc(CNC2CCCc3ccccc32)cc1 (stereo not given),58,-0.9,35,12,8,37,4,0,7
CCN(CC)/C(Sc1ccccc1)=C(/C(Cl)=C(Cl)Cl)[N+](=O)[O-],6,-0.4,28,27,-13,14,9,16,4
CCCCCn1c(CNC(=O)CC)nc2ccccc21,13,0.8,17,-1,0,-33,13,1,-4
CCCCOC(=O)c1ccc(OC(=O)c2cccnc2)cc1,1,0.0,24,1,5,-10,13,2,4
Clc1cccc(NCc2nnc(SCc3ccccc3)o2)c1,.,-0.2,3,2,16,-20,9,1,.
COc1ccc(/C=C/C(=O)O)cc1S(=O)(=O)NC1CCS(=O)(=O)C1 (stereo not given),-3,1.6,12,15,1,-13,6,-1,-3
O=C(NCC(c1cccs1)N1CCOCC1)c1ccc(Br)o1 (stereo not given),38,-1.1,27,1,-5,6,8,.,-13[fluorescence artefact?]
COc1cccc(C(=O)NCC(=O)NNc2ncnc(N)c2[N+](=O)[O-])c1,-21,0.1,-16,2,-8,13,1,.,-3
CCOC(=O)c1cnc(SC)nc1Sc1ccccc1Cl,.,0.2,73*,-2,-4,-3,7,2,.
CC(C)NC(=O)c1ccccc1NC(=O)CS(=O)(=O)Cc1ccccc1,-2,0.0,4,-2,-8,6,9,-4,-4[fluorescence artefact?]
COc1ccc(C(=O)OCc2cc3cccc(C)c3[nH]c2=O)cc1,3,2.9,45,8,-18,22,14,-5,-1
Cc1cc(SCC(=O)OC/C(O)=C(\C#N)c2nc3ccccc3[nH]2)c(C)cc1Br,4,54,-42,-5,-3,1,9,-10,5
COc1ccccc1-c1ccc(/C=N/O)o1,-2,0.8,-4,21,-46,5,14,6,-1
Cc1nc2sc(C(c3ccc(F)cc3)N3CCOCC3)c(O)n2n1 (stereo not given),4[fluorescence artefact?],0.6,20,-2,-4,-22,28,6,0[fluorescence artefact?]
COc1cc(S(=O)(=O)N2CCOCC2)ccc1NC(=O)COC(=O)C12CC3CC(CC(C3)C1)C2,-6,0.3,-3,2,-4,2,7,8,-6
CC(C(=O)Nc1ccccc1-c1ccccc1)N1CCN(C(=O)c2ccccc2)CC1 (stereo not given),-8,-0.8,1,14,-20,-12,9,.,-2
CCOc1cccc(N2C(=O)CC(NCc3ccc(S(N)(=O)=O)cc3)C2=O)c1 (stereo not given),-5[fluorescence artefact?],0.0,8,-1,-3,-42,7,1,5[fluorescence artefact?]
CN1C(=O)C2(c3ccccc31)c1c(oc3ccccc3c1=O)C(=O)N2CCO (stereo not given),0,0.7,15,15,-1,-2,9,12,-3
Cn1cccc1C(=O)NC(=O)COC(=O)Cc1coc2ccc3ccccc3c12,2[fluorescence artefact?],0.3,-22,-1,2,-98,11,0,-1
CCOC(=O)c1cc(-c2ccccc2)sc1NC(=O)CC,-4,0.7,23,0,-12,-3,8,5,-5
Cc1onc(C(=O)Nc2sc3c(c2C(N)=O)CCCC3)c1[N+](=O)[O-],6,1.2,8,14,-25,16,6,9,1
O=C(CSc1ccc2nnc(-c3ccccn3)n2n1)N1CCN(c2ccccc2)CC1,-4,-0.6,-8,0,0,-48,12,-3,4
Cc1ccc(S(=O)(=O)Oc2ccc(/C=C(/NC(=O)c3ccccc3)C(=O)NCCCC(=O)O)cc2)cc1,-9,-0.9,28,15,-9,-70,10,4,4
COc1ccc(OC)c(NC(=O)Cn2cc(C=O)c3ccccc32)c1,1,2.0,-32,4,-3,-8,4,3,2
COc1cc2cc(C(c3nnnn3C(C)(C)C)N3CCc4ccccc4C3)c(=O)[nH]c2cc1OC (stereo not given),-15[fluorescence artefact?],1.5,2,3,-2,-128,22,-6,3[fluorescence artefact?]

# Some entries already given, showing only eIF4E-4G inh and Tb hexokinase.
structure,eIF4E-4G inh,Tb hexokinase
COc1cc(S(=O)(=O)N2CCOCC2)ccc1NC(=O)COC(=O)C12CC3CC(CC(C3)C1)C2,-6,-4
CC(C(=O)Nc1ccccc1-c1ccccc1)N1CCN(C(=O)c2ccccc2)CC1 (stereo not given),-2,-20

# Continued.
SMILES,14-3-3 Bad PPI,zVAD death inh,EP2 mod,Hck Nef HTS,Tb hexokinase,Calpain2 inh,PGE2 EP2 inh,Rad51 HR inh,eIF4E-4G inh
Cc1ccc(N2C(=O)C3C(C2=O)N2C(c4cccs4)C4C(=O)N(c5ccc(C)cc5)C(=O)C4N2C3c2cccs2)cc1 (stereo not given),1[fluorescence artefact?],0.0,15,0,-5,-39,8,1,-3
COc1ccc(C(=O)N/N=C/c2cc(Br)ccc2O)cc1OC,-10,1.6,-24,9,-7,-51,8,22,3
Cn1cnc([N+](=O)[O-])c1Sc1ncn[nH]1,-2,-1.2,-9,-9,-14,27,9,-9,8
CCOc1ccc(N2Cc3ncccc3C2=O)cc1,-13[fluorescence artefact?],1.9,10,0,23,19,9,-10,5[fluorescence artefact?]
COc1ccc(NC(=O)CN2CCC(Cc3ccccc3)CC2)cc1S(=O)(=O)N1CCOCC1,-2,-0.5,-27,3,-6,-8,5,2,17
Cc1ccc(-n2nnnc2SCC(=O)Nc2sc(C)c(C)c2C#N)cc1C,6[fluorescence artefact?],0.0,-11,8,4,39,-5,-3,-28
CC(=O)Nn1cnc2c(c1=O)C1(CCCCC1)Cc1ccccc1-2,10,0.6,45,-2,-5,-2,15,-4,3
CC1CC1C(=O)OCC(=O)Nc1ccc(N=Nc2ccccc2)cc1 (stereo not given),-2,0.9,-9,3,-23,15,6,-1,3
O=C(Cc1ccccc1Cl)NNC(=O)Nc1ccccc1,-2,-0.3,18,5,-4,15,10,.,1
c1ccc(-c2noc(C34CC5CC(CC(C5)C3)C4)n2)cc1,-5,1.8,35,1,-4,32,9,7,12
COc1ccc(NC(=O)c2ccc(NC(=O)COC(=O)CC(NC(=O)c3ccccc3Cl)c3ccccc3)cc2)cc1 (stereo not given),-3[fluorescence artefact?],.,-2,1,-1,-6,6,.,-3
O=c1[nH]c2ccc(S(=O)(=O)N3CCN(c4ccccc4F)CC3)cc2s1,-6,5.8,-29,-2,-2,-70,9,1,5
COc1ccc(NS(=O)(=O)c2cc(NC(=O)c3cccc(OCc4c(C)noc4C)c3)ccc2OC)cc1,-7,3.0,-26,2,19,-98,8,1,3
Cc1c(Cl)cccc1NC(=O)CCN1CCCC(C)C1 (stereo not given),-10,0.7,11,2,-1,7,1,4,-16
S=C(NCc1ccccc1Cl)Nc1ccccc1Cl,-5,0.3,-49,0,1,1,8,19,1
O=C(c1ccccc1)c1ccncc1,-10,0.1,27,2,3,-9,3,-7,-8
CCn1c(SCC(=O)Nc2nc(C)cs2)nnc1-c1ccco1,-3,0.4,0,5,-3,-10,7,0,0[fluorescence artefact?]
CC(=O)Nc1ccccc1C(=O)C(=O)Nc1ccc(F)cc1,1,-0.2,29,0,-5,-5,5,4,-5
Cc1ccc(NC(=O)c2cccc(NC(=O)/C=C/c3ccco3)c2)cc1C,2[fluorescence artefact?],12,-11,4,-12,-29,10,-2,1
Cc1ccc(S(=O)(=O)N(C)C)cc1NC(=O)COC(=O)COc1ccccc1[N+](=O)[O-],10,0.5,11,-3,3,18,-1,-18,2
COc1ccc(NCCNc2ccc(OC)cc2)cc1,-5,0.3,-21,3,4,-6,0,5,-3
S=C(NCCc1ccccc1)NN=C1CCCCCC1,-18,-0.5,-50,19,4,8,4,-79,0
COc1cc(C(C(=O)NC(C)(C)C)N(C(=O)CNC(=O)c2cccs2)c2ccccc2)cc(OC)c1OC (stereo not given),4,-0.1,6,0,0,-13,14,-5,-7
CCCCCCc1nnc(NC(=O)OCC)s1,3[fluorescence artefact?],0.9,16,3,-1,-5,6,1,2[fluorescence artefact?]
O=C(c1ccco1)N1CCN(c2ccc(Cl)cc2)CC1,-11,-0.1,1,1,1,-14,7,0,9
Cc1ccc(N(O)C(=O)OCCNC(=O)Nc2ccccc2)cc1,21,0.0,1,-1,4,-5,9,-3,-8
COc1ccc(N(C)S(=O)(=O)c2ccc(C)cc2)c([N+](=O)[O-])c1,-2,1.1,-8,6,-4,-19,5,-5,-3
Cc1nnc(SCc2cc(=O)oc3cc(O)ccc23)n1Cc1ccccc1,3,1.4,16,7,-9,-62,3,10,22
NC(=O)C[C@@H]1NC(=O)CNC(=O)c2cc([N+](=O)[O-])cc(I)c2NCCC(C(N)=O)NC1=O (stereo not given in full),-10,-0.8,18,-8,-12,0,6,-8,-3
CCN(CC)CCN1C2=C(C(=O)CC(C)(C)C2)C(c2cccc(F)c2)C2=C1CC(C)(C)CC2=O,-20,-1.7,6,37,-5,i,7,-2,0
NC(=O)c1ccccc1N/C=C/C(=O)c1ccco1,.,0.9,.,0,-15,.,11,-3,.
COC(=O)c1c(NC(=O)c2nc3ccccc3s2)sc2c1CCN(C(C)=O)C2,6,2.3,22,2,-40,-36,15,2,3
Cc1nnc(NN)n(N)c1=O,-5,1.3,17,-7,-14,-5,5,15,-1
CC(C)CN1CCN(Cc2cccn2-c2cccnc2)CC1CCO (stereo not given),-10,-0.4,5,25,-3,-40,10,8,4
CC(=O)NCC(=O)NNC1CC(=O)N(c2cccc(Cl)c2)C1=O (stereo not given),4,0.3,15,15,-2,-14,1,-1,1
Cn1c(SCC(=O)Nc2ccccc2)nnc1C(F)(F)F,-9,1.8,-13,21,-2,4,6,8,-2
CCOc1ccc2c(c1)sc(N)[n+]2Cc1cc(C)cc2cccnc12,5[fluorescence artefact?],1.6,46,-2,10,25,5,-7,4
COc1ccc(Cl)cc1NC(=O)N1CCN(c2ccccc2OC)CC1,-5,0.7,-10,3,-5,12,11,2,6
Cc1cccc(OCCCC(=O)NCC(=O)Nc2cccc(C)c2C)c1,0,0.4,-56,19,0,21,1,-2,2
C#CCOCCOCCOCCNc1nc(N2CCN(C(=O)C([C@@H](C)CC)n3cc(C(N)CC(C)C)nn3)CC2)nc(N2CCN(C(=O)[C@H](CCC(=O)O)n3cc(C(N)[C@H](C)CC)nn3)CC2)n1 (stereo not given in full),15,-0.2,22,3,-11,-6,14,0,-1
N#CC1=C(N)C(C#N)(C#N)C(c2ccc[nH]2)C2CCCC=C12 (stereo not given),0,-0.4,9,1,-8,-57,11,8,-4

# Arranged by value in 14-3-3 Bad PPI (smallest number first): 5 from the list above
SMILES	14-3-3 Bad PPI
CC(C)CN1CCN(Cc2cccn2-c2cccnc2)CC1CCO (stereo not given)	-10
COc1ccc(Cl)cc1NC(=O)N1CCN(c2ccccc2OC)CC1	-5
Cc1cccc(OCCCC(=O)NCC(=O)Nc2cccc(C)c2C)c1	0
CC(=O)NCC(=O)NNC1CC(=O)N(c2cccc(Cl)c2)C1=O (stereo not given)	4
C#CCOCCOCCOCCNc1nc(N2CCN(C(=O)C([C@@H](C)CC)n3cc(C(N)CC(C)C)nn3)CC2)nc(N2CCN(C(=O)[C@H](CCC(=O)O)n3cc(C(N)[C@H](C)CC)nn3)CC2)n1 (stereo not given in full)	15
